Runt-SMMHC FRET – blocks binding of human RUNX1 Runt domain to CBFb-SMMHC; inhibition, % at 20 µM; 0.74% of 220,000 active; Q01196+Q13951; AID 1434; Cerulean-Runt/Venus-CBFb-SMMHC FRET ratio 530/480, 1 h;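 active means mean inhibition across duplicate retests at 20 µM reaching about 50%, limit read from the data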;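 further: 0% = DMSO wells and 100% = wells with excess untagged CBFb-SMMHC; inhibitors lower the FRET ratio by blocking Runt binding to CBFb-SMMHC; some results filed as inactive read as strong as hits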
RBBP9 inh – inhibitors of human serine hydrolase RBBP9. O75884. recombinant RBBP9, FP-Rh probe fluorescence polarization. inhibition, % at 7.94 µM. 0.2% of 220,000 active. AID 1515;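 active means inhibition above the campaign mean of all tested compounds plus 3 SD, cut at about 14% in these data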;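 further: plate controls were DMSO wells with RBBP9 for no effect and wells lacking RBBP9 protein for full effect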
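System: RBBP9 protein / Quantity: 2.5 µM RBBP9 dispensing solution, before mixing / Also added: Serine-hydrolase probe FP-Rh, 375 nM pre-mixing / Dosing: 7.94 µM single dose, 0.794% DMSO / Timing: enzyme-compound preincubation 30 min, then probe labeling 45 min, 25 °C / Signal: FP readout at 525/598 nm / Controls: DMSO-treated enzyme wells and wells lacking RBBP9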
NPY-Y1 PAM-ag – human NPY-Y1 potentiation or agonism, primary screen; 0.37% of 220,000 active; AID 1304; NPY-Y1 expressing cells, potentiator/agonist activation; activation, % at 3.6 µM; in the data active means activation above about 33%, passing the limit was not always enough;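 further: cells stimulated with NPY at EC10 then isoproterenol at EC100; 0% = low agonist plus stimulus and 100% = saturating agonist plus stimulus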
Target sequence (P25929 whole entry, looked up): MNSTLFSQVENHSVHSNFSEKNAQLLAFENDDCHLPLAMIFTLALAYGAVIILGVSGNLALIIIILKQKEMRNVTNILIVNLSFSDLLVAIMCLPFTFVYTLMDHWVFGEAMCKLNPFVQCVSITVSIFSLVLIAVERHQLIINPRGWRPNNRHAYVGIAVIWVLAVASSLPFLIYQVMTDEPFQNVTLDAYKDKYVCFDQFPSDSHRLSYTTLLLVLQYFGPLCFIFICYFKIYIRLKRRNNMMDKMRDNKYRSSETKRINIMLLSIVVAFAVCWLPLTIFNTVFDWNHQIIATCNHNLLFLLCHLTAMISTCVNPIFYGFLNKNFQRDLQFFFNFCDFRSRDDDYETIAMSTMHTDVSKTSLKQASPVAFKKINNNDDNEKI
Hck Nef HTS – human Hck-Nef kinase inhibition; P08631; Recombinant Hck-YEEI plus Nef, Z-Lyte FRET kinase assay; inhibition, % at 20 µM; 0.68% of 220,000 active;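 active means Hck-Nef kinase inhibition above about 50%, limit read from the data; inactive means inhibition below that limit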;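 further: 0% = DMSO with Hck plus Nef and 100% = Hck alone without Nef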
Target sequence (P08631 whole entry, looked up): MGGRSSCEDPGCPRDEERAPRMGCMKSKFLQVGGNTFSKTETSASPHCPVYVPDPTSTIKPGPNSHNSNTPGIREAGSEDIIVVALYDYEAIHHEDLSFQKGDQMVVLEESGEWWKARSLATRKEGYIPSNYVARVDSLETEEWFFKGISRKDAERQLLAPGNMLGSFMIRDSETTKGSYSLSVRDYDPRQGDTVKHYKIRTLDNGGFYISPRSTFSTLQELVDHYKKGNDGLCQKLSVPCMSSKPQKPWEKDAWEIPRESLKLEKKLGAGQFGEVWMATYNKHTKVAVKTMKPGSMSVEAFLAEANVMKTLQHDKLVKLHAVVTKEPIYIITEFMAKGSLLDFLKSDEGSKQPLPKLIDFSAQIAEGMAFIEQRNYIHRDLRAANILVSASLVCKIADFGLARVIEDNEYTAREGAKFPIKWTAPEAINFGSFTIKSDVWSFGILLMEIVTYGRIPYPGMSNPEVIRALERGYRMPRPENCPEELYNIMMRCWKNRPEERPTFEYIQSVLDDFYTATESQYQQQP
Runt-CBFb FRET – blocks binding of human RUNX1 Runt domain to CBFb. Q01196+Q13951. Cerulean-Runt/Venus-CBFb FRET ratio 530/480, 1 h. inhibition, % at 20 µM. 0.46% of 220,000 active. AID 1496;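 active means inhibition over about 50% at 20 µM in the single-dose screen, limit read from the data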;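 further: 0% = DMSO wells and 100% = excess unlabeled CBFb competitor control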
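Buffer or medium: Tris pH 7.5 buffer with BSA. Assay system: Cerulean-labeled Runt domain protein. Amount: each fluorescent fusion protein 100 nM. Read-out basis: loss of energy transfer signal. Incubation: 1 h compound exposure, room temperature. Probe or stimulus: Venus-CBFb binding partner, 100 nM. Detection: FRET, excitation 422 nm, emission at 530 and 480 nm.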
NPY Y1 blocker – blocks the human neuropeptide Y Y1 receptor | P25929 | HEK293-CNG Y1 cells, membrane potential fluorescence; NPY at EC95, then isoproterenol | inhibition, % at 3.6 µM | 1% of 200,000 active;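 active means inhibition above the campaign mean inhibition of all tested compounds plus 3 SD, cut at about 20% in these data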;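 further: 0% = DMSO wells given NPY plus isoproterenol and 100% = isoproterenol alone without NPY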
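Material: HEK293 Y1/CNG channel cell line; also added: NPY (25 nM), isoproterenol (1 µM), Ro 20-1724 (25 µM); doses: one concentration, 3.6 µM, in 0.4% DMSO; schedule: compound incubation 1 h at room temperature, readout 45 min post-stimulation; technique: membrane potential fluorescence; measure: fluorescence ratio normalized to % inhibition between controls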
MDM2 E3 inh – blocks human Mdm2 ubiquitin ligase activity; signal enhancement, % at 5 µM; 0.11% of 210,000 active; Q00987; cell-based MDM2 ubiquitination luciferase reporter, 2 h; 0 = plate control, 100 = twice control, blank-subtracted;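 active means signal enhancement of 30% or more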;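 further: luminescence tracks abundance of the self-degrading MDM2-luciferase fusion protein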
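Material: Stable MDM2–luciferase fusion reporter cells | Amount: 2000 cells seeded into each well | Dosing: One concentration, 5 µM, with 0.2% DMSO | Incubation: 4 h cell settling then 2 h compound exposure, 37 °C | Measured by: Luciferase luminescence | Read-out basis: % enhancement relative to plate controls after blank subtraction | Benchmarks: Control and blank well means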
p97 ATPase inh – inhibitors of human p97 ATPase. recombinant p97 ATPase, Kinase-Glo ATP luminescence, 3 h. P55072. 0.42% of 220,000 active. inhibition, % at 8 µM; in the data active means inhibition above about 15%;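 further: 0% = DMSO vehicle and 100% = wells lacking enzyme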
NPY-Y2 PAM-ag – human NPY-Y2 potentiation or agonism, primary screen; P49146; activation, % at 3.6 µM; cells expressing NPY-Y2, potentiator/agonist read-out; 0.45% of 220,000 active; in the data active means activation above about 27%;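 further: cells stimulated with NPY near EC25 plus isoproterenol at EC100; 0% = vehicle plus submaximal agonist and 100% = vehicle plus saturating agonist; some results beyond the cut were filed as inactive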
Active calls of the source: *; x = not tested or not shown.

SMILES	Runt-SMMHC FRET	RBBP9 inh	NPY-Y1 PAM-ag	Hck Nef HTS	Runt-CBFb FRET	NPY Y1 blocker	MDM2 E3 inh	p97 ATPase inh	NPY-Y2 PAM-ag
O=C(NC1CCN(C(=O)C2CCCCC2)CC1)c1ccccc1	-0.3	0.2	-12.6	7.5	0.4	x	-4.0	1.2	-10.0
Cn1cnc([N+](=O)[O-])c1Nc1ccccc1O	-1.2	3.1	12.8	5.3	-2.2	6.7	-1.5	3.2	3.2
COC(=O)COc1ccc(S(=O)(=O)NCc2cccnc2)cc1	-2.6	-4.7	-12.8	12.5	0.8	-0.4	-1.0	5.2	9.2
O=S(=O)(Nc1nc2ccccc2nc1NCC1CCCO1)c1cccs1 (centres undefined)	1.0	-0.3	4.0	2.2	0.0	-3.5	-2.4	0.4	-1.2
CSc1cnc2c(=O)[nH]c(=O)n(C)c2n1	0.1	-3.0	-21.4	0.0	-1.4	-0.6	-9.1	-6.7	-19.0
O=C(CSc1nc2ccccc2[nH]1)N1c2ccccc2Sc2ccccc21	-3.9	-9.6	22.6	3.4	1.8	0.3	2.1	1.0	-3.3
COc1cc(S(=O)(=O)N(Cc2ccccc2)Cc2ccccn2)ccc1-n1cnnn1	1.5	-2.9	-13.4	7.2	-3.6	4.2	-20.4	-4.7	-13.4
CC(C)S(=O)(=O)c1csc(C(=O)NN)c1Cl	-2.9	-3.0	-20.7	7.7	1.0	x	-10.7	-5.0	-14.0
Cc1ccc(C(=O)c2cn[nH]c2-c2ccccc2O)cc1	2.9	-9.3	10.9	0.0	-1.4	-2.5	-14.1	1.4	-11.2
CS(=O)(=O)c1ccc(Cl)c(C(=O)O)c1	2.6	-12.3	-13.1	-0.9	-0.8	-4.2	-9.6	-3.8	3.0
Cn1c(=O)[nH]c(=O)c2c1nc(N1CCCCCC1)n2CCCSc1nc2ccccc2o1	-0.5	3.2	-4.5	1.6	-5.9	-4.5	5.8	0.7	-13.0
COc1cc(O)sc1C=Nc1ccc(Cl)cc1	8.8	-10.0	-11.2	24.8	2.1	-2.0	-9.4	-5.9	-17.9
CCOC(=O)C(C)Oc1ccc(OCc2ccccc2)cc1 (centres undefined)	-2.8	-0.5	2.8	13.0	-2.1	1.5	-1.8	-5.7	-20.6
CCOc1ncccc1C(=O)OCC(=O)NCCc1ccccc1	1.2	6.1	17.5	-1.6	-0.1	-6.8	2.3	-1.9	2.7
C=CCc1cccc2cc(C(=O)NC3=C(C#N)CCC3)c(=O)oc12	1.5	-2.4	20.9	1.9	-0.2	-1.4	-7.4	0.2	8.9
COC(=O)C1(C(F)(F)F)N=C(C(F)(F)F)Nc2ccc(Cl)cc21 (centres undefined)	-0.6	4.5	6.5	-7.9	-2.4	-1.7	-10.8	-4.0	-5.9
Cc1cc(Oc2ccc(C#N)cc2)nc(N2CCOCC2)n1	0.9	-9.0	3.0	0.0	-0.9	6.3	-16.1	-4.9	-17.3
NC(=O)C1CCCN(C(=O)Nc2cccc3ccccc23)C1 (centres undefined)	-1.7	-5.2	-7.2	3.7	5.1	0.4	2.8	7.3	4.9
Cc1cc(NC(=O)CSc2nncn2-c2ccccc2)no1	-0.1	-5.0	8.7	-9.9	-0.2	0.5	0.3	3.0	-5.3
CCCOc1ccc(N2C(=O)CC(N3CCN(CCN=CC4=C(O)CC(C)(C)CC4=O)CC3)C2=O)cc1 (centres undefined)	-1.9	-6.5	-6.2	20.7	0.0	-2.8	-6.3	0.0	-8.7
COc1ccc(C2C3=C(CCCC3=O)Nc3nc(SCc4ccc(C(=O)O)cc4)nn32)cc1OC (centres undefined)	1.1	-0.5	-3.3	26.8	3.3	1.1	-8.9	5.1	4.6
COc1ccc(NC(=O)CN2CCN(S(=O)(=O)c3ccc(C(C)C)cc3)CC2)cc1OC	1.7	-1.5	4.2	-7.7	-2.7	-2.0	-8.3	2.5	21.8
CCN1CCN(C(=O)c2ccc(CSc3ccc(C)cc3)cc2)CC1	-1.4	-8.6	-4.9	1.9	-2.9	5.7	-22.2	-2.3	-11.3
CC1=NC(C)(C)Cc2cc(C)c(C)cc21	2.1	0.3	0.7	11.4	0.4	11.2	-33.7	5.0	-8.9
CC(NC(=O)Nc1nnc(C(F)(F)F)s1)(C(F)(F)F)C(F)(F)F	12.6	-9.7	3.6	-0.2	-0.4	42.5*	-25.6	0.6	57.6*
CCN(CC(=O)Nc1ccc(N2CCOCC2)cc1)C(=O)c1ccc(C#N)cc1	-2.6	-3.6	2.9	18.0	0.2	-3.7	-0.7	5.5	-1.3
Cc1cc(NC(=S)NC(=O)CC(C)C)ccc1Br	0.2	-9.4	1.0	-0.8	-2.3	5.4	-8.7	1.4	-13.3
CC(=O)CCc1c[nH]c2c(C(=O)O)cccc12	-1.1	3.6	-4.2	8.9	7.6	-4.0	-20.6	0.0	6.7
CCn1c(=O)cc(SCC(=O)N2CCN(C3CCCCC3)CC2)c2ccccc21	0.5	-12.5	-32.1	0.1	-1.7	4.1	-13.8	-7.7	-13.8
O=C(/C=C/c1cccc(F)c1)Nc1cc(S(=O)(=O)N2CCOCC2)ccc1N1CCCC1	-29.3	-2.4	0.5	-1.4	-5.8	5.9	4.6	-1.3	-10.5
CCn1c(=O)c2cc(C(=O)N3CCCC3)sc2c2ccccc21	-0.4	-3.0	-6.5	7.9	-0.4	2.3	-7.5	-2.7	3.4
Cc1ccc(NC(=O)CSc2ncccn2)c([N+](=O)[O-])c1	2.6	-6.8	-19.8	6.0	-1.3	-1.5	-5.8	-2.7	-15.3
Cc1nn(Cc2ccccc2)c(C)c1NC(=O)c1noc2c1CCc1ccccc1-2	0.6	-10.0	3.7	-0.5	-2.2	-3.1	-0.5	0.8	-9.5
O=C(CC(=O)c1ccccc1)Nc1cccnc1	-6.6	-0.6	14.7	1.5	-0.9	-1.3	x	9.1	-5.2
c1ccc(-c2nnc3n2N=C(c2ccc4c(c2)OCO4)CS3)nc1	1.2	-2.1	7.9	0.6	-1.1	5.9	-21.3	2.8	18.0
O=C(NCCCN1CCCC1=O)c1ccc(OCc2ccccc2)cc1	0.7	2.3	0.9	6.6	-2.4	4.8	1.6	3.4	0.3
CCN(CC)S(=O)(=O)c1cccc(NC2=NCCCCC2)c1	-0.6	-7.0	-12.8	11.4	0.0	x	-5.2	1.9	-12.0
Cc1ccc(S(=O)(=O)N2CCCCC2)cc1C(=O)Nc1ccc(S(=O)(=O)Nc2ncccn2)cc1	-0.9	3.7	3.5	19.9	1.7	x	-0.7	4.4	-6.9
CCc1nnc(NS(=O)(=O)c2ccc(N/C=C/C(=O)c3ccc(OC)cc3)cc2)s1	50.1*	-10.7	11.0	33.5	10.8	-0.7	5.0	5.2	-4.5
c1coc(CNc2ncnc3sc4c(c23)CCCCC4)c1	1.5	-2.0	-9.9	1.2	1.2	0.8	-11.1	3.4	-0.8
CC(C)OC(=O)CSc1nc2ccccc2s1	-0.7	-11.3	-50.8	10.8	-2.2	8.7	-7.0	-0.2	-15.5
Cc1cc(C)c(NC(=O)CN2C(=O)NC(Cc3ccccc3)C2=O)c(C)c1 (centres undefined)	3.1	-11.6	-0.2	-2.1	-0.6	x	-6.3	-0.7	7.9
CCOC(=O)CC(NC(=O)CCc1c(C)nc2ncnn2c1C)c1ccc(OC(C)C)cc1 (centres undefined)	4.5	-4.0	3.6	-9.2	-0.2	-0.7	-24.1	-1.7	0.0
O=C(c1cc(-c2ccc(Cl)c(Cl)c2)on1)N1CCCC1	1.3	-7.6	-2.2	-4.9	1.0	7.9	-5.3	-3.0	-7.4
Cn1cc(CNCc2cn[nH]c2-c2ccc(F)cc2)c(-c2ccc3c(c2)OCCO3)n1	0.4	-3.4	-15.1	19.6	-0.5	1.8	-1.5	-2.6	-10.0
Oc1ccc(-c2nccc(-c3ccc(Cl)cc3Cl)n2)cc1	3.6	0.1	-16.4	23.0	-0.4	-0.1	4.8	2.7	3.5
CN1/C(=C\C(=O)CSc2ncn[nH]2)C(C)(C)c2ccccc21	2.7	-9.0	-9.3	-2.3	2.2	3.3	-5.1	-3.9	5.3
O=C(CN1C(=O)c2ccccc2S1(=O)=O)N1CCOCC1	-3.9	0.9	14.6	-1.5	0.6	-6.2	-14.3	6.4	-0.5
N#C/C(=C/c1ccc(Cl)cc1)NC(=O)c1ccccc1	-3.3	-14.2	-7.2	-21.1	2.7	3.0	-1.3	2.0	-14.5
O=C(c1ccccc1)c1ccc(OC(=O)N2CCOCC2)cc1	0.1	-3.8	17.5	0.7	1.3	-9.5	-16.7	2.4	9.6
Cc1c(NC(=O)c2ccc3c(c2)OCO3)c(=O)n(-c2ccccc2)n1C	-3.1	6.7	10.9	-1.6	2.0	-1.6	-10.0	2.5	8.8
CC(C)CNC(=O)C(=O)NC1CCCC1	x	1.9	-1.9	0.2	x	-3.5	x	-0.6	1.8
Cc1ncc([N+](=O)[O-])n1CC(=O)Nc1ccc2c(c1)OCO2	2.2	-16.8	-13.1	13.8	1.0	-3.6	-11.1	-5.2	-1.7
CCN(CC)C(=O)CSc1nnc(-c2cc(OC)cc(OC)c2)o1	1.6	-7.6	3.7	1.2	1.7	10.6	-7.5	3.1	3.5
CC(=O)Cc1nsc(NC(=O)c2ccc(-c3ccc(F)cc3)o2)n1	-3.5	-5.4	-18.5	-10.1	0.4	-0.6	-9.6	-4.8	-4.9
COc1cc(NC(=O)c2noc3c2CCCC3)c(OC)cc1Cl	2.7	0.6	5.8	-4.7	0.2	11.1	-2.0	6.0	3.1
CC(=O)c1ccc(N/N=C(/C(N)=O)C2=NC(C)(C)Cc3ccccc32)cc1	2.2	-7.4	-17.7	72.1*	-3.8	0.6	-12.0	2.4	-9.9

Screening data from PubChem BioAssay.
